From PubChem BioAssay
Glioma ERSR ind: qHTS for Inducers of the Endoplasmic Reticulum Stress Response (ERSR) in Human Glioma: qHTS. Potency, µM, for inactives: at the highest dose activation, actives largely listed as activators. U87-MG GRP78 promoter luciferase reporter, 16 h. AID 602332, 2012. 420,000 compounds, 0.02% hits; note: potency is the fitted concentration of half-maximal effect; series mostly up to about 76 µM; % of control where 0% means no effect; nearly all actives have a fitted effect of over 35% in size
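Stably transfected U87-MG glioma cells carrying a GRP78-based luciferase sensor; 16 h compound incubation. Luminescence end-point read 10 min after Bright-Glo addition at room temperature.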
POLH inh: qHTS for Inhibitors of Polymerase Eta; recombinant Pol eta, fluorescent DNA replication assay; 390,000 compounds, 1.2% hits; AID 588591, 2011; DNA polymerase eta (Homo sapiens), Q9Y253; Potency, µM (top dose mostly 114 µM), for the others: at the highest dose activity change, negative = inhibition, actives largely listed as inhibitors; note: potency is the fitted concentration of half-maximal effect; % is set by controls: 0 for no effect and ±100 for the full control effect
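Pol eta (10 nM) was preincubated with compounds for 15 min at room temperature, after which fluorescent replication substrate (50 nM final) was added to start the reaction. Fluorescence was read kinetically at 0 and 10 min.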
Pol beta inh: qHTS Assay for Inhibitors of DNA Polymerase Beta | Pol beta primer extension/strand displacement, fluorescence kinetic | P06746 | 340,000 compounds, 1.3% hits | Potency, µM (series often up to 114 µM), for inactives: top-dose activity change, negative = inhibition, most hits filed as inhibitors; note: potency is the fitted concentration of half-maximal effect; % is set by controls: 0 for no effect and ±100 for the full control effect
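Pol beta (10 nM) was preincubated with compound for 15 min at room temperature. The reaction was then started with 50 nM substrate and read immediately and after a further 10 min at room temperature.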
Pol kappa inh: qHTS for Inhibitors of Polymerase Kappa | Potency, µM (titrated, usually from 107 µM), for inactives: top-dose activity, negative = inhibition, usual class: inhibitors | 400,000 compounds, 0.53% hits | purified Pol kappa, fluorescent DNA synthesis assay, 10 min; note: potency is the fitted concentration of half-maximal effect; % is set by controls: 0 for no effect and ±100 for the full control effect
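Here, compound and 10 nM enzyme are combined for 15 min at room temperature; adding 50 nM substrate (final) starts DNA synthesis, tracked by fluorescence at 0 and 10 min against buffer-only wells.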
LDHA inh: qHTS assay for inhibitors of human lactate dehydrogenase. 480,000 compounds, 0.15% hits. purified LDHA, NADH/diaphorase-resazurin fluorescence; active compounds read low. AID 1347041, 2019. activity change, % (values are at about 110 or 230 µM). L-lactate dehydrogenase A chain (Homo sapiens), P00338; in the data active = activity change below about -30%; inconclusive = mostly about -25% to -30%;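 note: plate controls were DMSO wells for no effect and wells without enzyme for full effect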
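Resorufin fluorescence (ex540/em590), read at 0 and 20 min after diaphorase/resazurin addition, reports the NADH left after a 5 min room-temperature reaction of 2 nM human LDH5 with 0.06 mM NADH and 0.2 mM pyruvate.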
BLM helicase inh: qHTS Assay for Inhibitors of Bloom's syndrome helicase (BLM) | recombinant BLM DNA unwinding, fluorescence dequenching | AID 2528, 2010 | 350,000 compounds, 0.2% hits | RecQ-like DNA helicase BLM (Homo sapiens), P54132 | Potency, µM (top dose mostly 56.1 µM), for the others: at the top dose activity change, negative = inhibition, hits mostly inhibitors;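 note: potency is the fitted concentration of half-maximal effect; plate controls were vehicle for no effect and no enzyme for full effect; nearly all actives have a fitted effect of over 35% in size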
APEX1 inh: qHTS Assay for Inhibitors of the Human Apurinic/apyrimidinic Endonuclease 1 (APE1) | Potency, µM (doses to about 65.8 µM), for inactives: at the top dose activity change, negative = inhibition, hits mostly inhibitors | 350,000 compounds, 0.35% hits | recombinant APE1, TAMRA/BHQ-2 abasic DNA cleavage fluorescence | AID 2517, 2012 | DNA repair nuclease/redox regulator APEX1 (Homo sapiens), P27695;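 note: potency is the fitted concentration of half-maximal effect; plate controls were vehicle for no effect and reference inhibitor for full effect; nearly all actives have a fitted effect of over 55% in size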
Target sequence (P27695 whole entry, looked up): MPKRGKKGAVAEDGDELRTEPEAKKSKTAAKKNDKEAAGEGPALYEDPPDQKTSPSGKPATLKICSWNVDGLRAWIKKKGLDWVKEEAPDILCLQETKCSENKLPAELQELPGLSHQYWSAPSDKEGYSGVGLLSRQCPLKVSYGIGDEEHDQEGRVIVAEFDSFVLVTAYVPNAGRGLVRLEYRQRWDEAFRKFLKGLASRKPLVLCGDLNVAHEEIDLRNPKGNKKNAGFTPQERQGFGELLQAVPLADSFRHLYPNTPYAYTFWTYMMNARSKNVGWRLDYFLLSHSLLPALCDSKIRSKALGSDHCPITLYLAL
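Incision of a quenched TAMRA/BHQ-2 THF abasic-site duplex (50 nM) by 0.75 nM APE1, after 15 min compound preincubation, measured as fluorescence increase over three 60 s reads. Values normalized to buffer, DMSO and NSC13755 control wells.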
Apoferritin bind: qHTS Assay for Identification of Novel General Anesthetics | Ferritin light chain (Equus caballus), P02791 | apoferritin/1-aminoanthracene competitive binding, fluorescence | Potency, µM (titrated, usually from 77.5 µM), for the others: top-dose activity change, negative = displacement, usual class: inhibitors | 350,000 compounds, 0.074% hits | AID 485281, 2010; note: potency is the fitted concentration of half-maximal effect; % is set by controls: 0 for no effect and ±100 for the full control effect; nearly all actives have a fitted effect of over 20% in size
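10 uM apoferritin + 50% sat. 1-AMA, PBS; cpd 10 min RT; Ex380/Em535 endpoint; normalized to free probe vs complex; 4-param Hill fit; propofol titration as pos. ctrl.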
POLI inh: qHTS for Inhibitors of Polymerase Iota; AID 588590, 2011; Pol iota fluorescent replication assay, 10 min; 390,000 compounds, 1% hits; DNA polymerase iota (Homo sapiens), Q9UNA4; Potency, µM (series often up to 115 µM), without a hit: at the top dose activity, negative = inhibition, hits mostly inhibitors; note: potency is the fitted concentration of half-maximal effect
Target sequence (Q9UNA4 whole entry, looked up): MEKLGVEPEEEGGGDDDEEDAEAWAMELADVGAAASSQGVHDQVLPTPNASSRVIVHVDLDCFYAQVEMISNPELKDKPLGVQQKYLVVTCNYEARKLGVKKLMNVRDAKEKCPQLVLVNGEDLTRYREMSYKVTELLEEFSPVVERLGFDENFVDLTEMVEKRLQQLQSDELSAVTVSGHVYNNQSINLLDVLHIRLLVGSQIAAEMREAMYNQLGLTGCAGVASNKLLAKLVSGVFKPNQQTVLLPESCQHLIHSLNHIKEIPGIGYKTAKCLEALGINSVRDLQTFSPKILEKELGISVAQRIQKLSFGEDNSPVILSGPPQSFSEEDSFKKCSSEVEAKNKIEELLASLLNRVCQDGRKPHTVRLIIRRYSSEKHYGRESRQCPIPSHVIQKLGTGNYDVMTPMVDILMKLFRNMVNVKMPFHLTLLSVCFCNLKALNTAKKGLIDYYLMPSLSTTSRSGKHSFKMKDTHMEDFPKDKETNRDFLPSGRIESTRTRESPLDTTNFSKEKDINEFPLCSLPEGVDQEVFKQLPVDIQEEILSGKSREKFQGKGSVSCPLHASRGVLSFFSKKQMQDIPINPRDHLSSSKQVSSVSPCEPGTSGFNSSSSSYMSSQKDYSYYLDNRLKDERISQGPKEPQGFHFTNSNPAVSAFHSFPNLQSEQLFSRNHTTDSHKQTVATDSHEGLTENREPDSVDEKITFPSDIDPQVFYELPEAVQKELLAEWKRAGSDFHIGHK
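Fluorescent replication assay read twice, at 0 min and 10 min after adding 50 nM (final) substrate. Enzyme (10 nM) and compounds were first incubated 15 min at room temperature; enzyme-free buffer wells were negative controls.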
* marks the source's active call; other numbers are inactive results; ? = inconclusive; . = not tested or not shown; & = joins results of further samples; [ ] = another dose, or the depositor's remark. Unless noted, calls come from the whole dose curve; as a rule, active = well fitted curve in the direction sought with a large enough effect; inconclusive = small, poorly fitted or top-dose-only effect, or another doubt; inactive = no such curve, though single readings can be large; an effect the other way counts as inactive or inconclusive. Not all compounds are listed; rates above refer to the full screens.

1: O=C(NCCN1CCOCC1)c1ccc(/C=C2\Sc3ccccc3N(Cc3ccccc3F)C2=O)cc1
2: CCN1CCN(Cc2ccc(NC(=O)Nc3cccs3)cc2)CC1
3: S=c1nc(-c2ccc(Br)cc2)oc2c1CCCC2
4: Cc1ccc(S(=O)(=O)/C(C#N)=C/c2c(Oc3ccc(Cl)cc3)nc3c(C)cccn3c2=O)cc1
5: O=C(c1ccc(F)cc1)C1CCN(C(=O)Nc2ccc(F)cc2)CC1
6: COc1ccc(-n2nc3c(c2NC(=O)COc2ccccc2F)CS(=O)(=O)C3)cc1
7: Nc1c(Cl)ncnc1N1CCOCC1
8: CC(C)OCCCNS(=O)(=O)c1ccc2ccccc2c1
Compound	1	2	3	4	5	6	7	8
Glioma ERSR ind	-9%	-12%	-1%	.	-5%	-5%	-4%	-8%
POLH inh	-9%	-15%	-10%	.	0%	-18%	9%	-22%
Pol beta inh	26%	-12%	3%	12%	21%	27%	59%	10%
Pol kappa inh	-9%	-15%	-5%	.	-6%	-7%	-2%	-12%
LDHA inh	1	-1	-4	.	1	-2	1	1
BLM helicase inh	-13%	-9%	-2%	-4%	-4%	-3%	-4%	-8%
APEX1 inh	-14%	-2%	16%	1%	15%	-4%	14%	-2%
Apoferritin bind	-23%	-8%	-10%	-10%	-12%	-12%	-6%	?
POLI inh	-28%	-2%	24%	.	0%	23%	-17%	28%

9: COc1ccc(C(=O)CSc2nnc(CNC(=O)c3ccccc3)n2C)cc1
10: COc1ccc(OC)c(NC(=O)NCCc2c[nH]c3ccccc23)c1
11: CCOC(=O)C1=CN(Cc2cccc(-c3ccc(F)cc3)c2)S(=O)(=O)N(C)C1C (stereo unspecified)
12: CCC(C(=O)N1CCCCCC1)n1nc(C)n2c(cc3occc32)c1=O (stereo unspecified)
13: Cc1cc(C)n(CCc2nc3c4ccccc4nc(SCc4ccc(Cl)cc4)n3n2)n1
14: CCOC(=O)Cc1ccc(NC(=O)n2ncc3c(C)cccc32)cc1
15: Cc1ccc(Cc2nc3ccccc3[nH]2)cc1
16: CN(C(=O)COC(=O)/C=C/c1cccc([N+](=O)[O-])c1)C1CCS(=O)(=O)C1 (stereo unspecified)
Compound	9	10	11	12	13	14	15	16
Glioma ERSR ind	-3%	-6%	-1%	-3%	-1%	-8%	0%	-3%
POLH inh	-5%	-16%	1%	-6%	-13%	-16%	-21%	-6%
Pol beta inh	32%	11%	.	20%	-11%	29%	9%	17%
Pol kappa inh	-12%	-6%	-1%	16%	-1%[60.1 µM]	10%	2%	-13%
LDHA inh	-8	0	-1	-2	1	-9	-9	-5
BLM helicase inh	-11%	-7%	.	3%	1%	-3%	1%	-4%
APEX1 inh	3%	-16%	-26%	50%[activator]	.	.	0%	4%
Apoferritin bind	-2%	3%	.	-4%	-4%	?	-6%	-2%
POLI inh	1%	-11%	-11%	6%	35%[activator]	47%	146%[activator]	-28%

17: Cc1nnc(NC(=O)CSc2ccc3nnc(-c4ccccn4)n3n2)s1
18: COc1ccc(NC(=O)c2cnc(Nc3ccc(C)c(Cl)c3)c3ccccc23)cc1OC
19: COc1ccc(C(=O)NC2CCN(C(=S)Nc3ccc(C)c(C)c3)CC2)cc1
20: CCOc1ccc(C(=O)Nc2ccc(-c3cc4ccccc4oc3=O)c(C)c2)cc1[N+](=O)[O-]
21: CC(=O)Nc1ccc(Oc2cc(N)cc([N+](=O)[O-])c2)cc1
22: Cc1noc(Cn2c(=O)c3ccccc3n(CC(=O)Nc3ccc(C(C)C)cc3)c2=O)n1
23: CCC(C(=O)Nc1cccc(Cl)c1C)n1nc(-c2ccc(C)cc2)ccc1=O (stereo unspecified)
24: CN1CCc2c(sc(NC(=O)C3COc4ccccc4O3)c2C(N)=O)C1 (stereo unspecified)
Compound	17	18	19	20	21	22	23	24
Glioma ERSR ind	-3%	4%	-1%	-1%	3%	-1%	0%	-1%
POLH inh	-3%	2%	-5%	?	1%	-3%	-17%	-14%
Pol beta inh	-22%	21%	6%	?	-3%	7%	-26%	54%
Pol kappa inh	0%	-2%	12%	-10%	1%	-12%	-7%	-11%
LDHA inh	1	-2	1	-9	0	4&0	0	-9
BLM helicase inh	-2%	-3%	-3%	-4%	-1%	-6%	0%	-2%
APEX1 inh	0%	.	-2%	?	22%	.	.	0%
Apoferritin bind	-13%	-5%	-12%	-5%	-8%	-6%	?	-6%
POLI inh	17%	-3%	4%	-28%	7%	13%	?	4%

25: CCCc1cc(=O)[nH]c(SCC(=O)N2C(C)CCCC2C)n1 (stereo unspecified)
26: O=C(CCN1CCN(c2ccccc2)CC1)N/N=C/c1ccccc1OC(F)F
27: CCOC(=O)c1sc(N)c(C(=O)Nc2ccccc2OC)c1C
28: O=S(=O)(NCC(c1ccco1)N1CCOCC1)c1ccc(Br)cc1 (stereo unspecified)
29: CSc1nc2ccc(NC(=O)c3cc4ccccc4o3)cc2s1
30: CCCCN(C(=O)C1COc2ccccc2O1)c1c(N)n(CCC)c(=O)[nH]c1=O (stereo unspecified)
31: Cn1nnnc1SCC(=O)NC(=O)c1cccc([N+](=O)[O-])c1
32: Nc1nccc(-c2cc(-c3ccc(Cl)cc3Cl)no2)n1
Compound	25	26	27	28	29	30	31	32
Glioma ERSR ind	-1%	-2%	12%	-1%	-1%	-7%	-5%	-3%
POLH inh	-13%	-4%	-18%	4%	2%	-7%	-10%	-10%
Pol beta inh	20%	22%	-1%	1%	6%[57.1 µM]	.	2%	31%[activator]
Pol kappa inh	0%	-14%	1%	-8%[60.1 µM]	-11%	-14%	-18%	0%
LDHA inh	-6	2	-1	-3	-6	-3	-6	-3
BLM helicase inh	-1%	0%	-8%	-1%	2%	.	-5%	-7%
APEX1 inh	41%	1%	-9%	.	-3%	0%	-8%	19%
Apoferritin bind	-1%	-10%	-6%	-10%	-12%	.	-11%	8%
POLI inh	46%[activator]	-11%	107%[activator]	-5%	33%[activator]	-8%	35%[activator]	82%[activator]

Part of the list above, with each value named.
29) CSc1nc2ccc(NC(=O)c3cc4ccccc4o3)cc2s1
  Glioma ERSR ind: -1%
  POLH inh: 2%
  Pol beta inh: 6%[57.1 µM]
  Pol kappa inh: -11%
  LDHA inh: -6
  BLM helicase inh: 2%
  APEX1 inh: -3%
  Apoferritin bind: -12%
  POLI inh: 33%[activator]
30) CCCCN(C(=O)C1COc2ccccc2O1)c1c(N)n(CCC)c(=O)[nH]c1=O (stereo unspecified)
  Glioma ERSR ind: -7%
  POLH inh: -7%
  Pol beta inh: .
  Pol kappa inh: -14%
  LDHA inh: -3
  BLM helicase inh: .
  APEX1 inh: 0%
  Apoferritin bind: .
  POLI inh: -8%
31) Cn1nnnc1SCC(=O)NC(=O)c1cccc([N+](=O)[O-])c1
  Glioma ERSR ind: -5%
  POLH inh: -10%
  Pol beta inh: 2%
  Pol kappa inh: -18%
  LDHA inh: -6
  BLM helicase inh: -5%
  APEX1 inh: -8%
  Apoferritin bind: -11%
  POLI inh: 35%[activator]
32) Nc1nccc(-c2cc(-c3ccc(Cl)cc3Cl)no2)n1
  Glioma ERSR ind: -3%
  POLH inh: -10%
  Pol beta inh: 31%[activator]
  Pol kappa inh: 0%
  LDHA inh: -3
  BLM helicase inh: -7%
  APEX1 inh: 19%
  Apoferritin bind: 8%
  POLI inh: 82%[activator]

More results
33: CNC(=S)N(CCc1ccc(S(N)(=O)=O)cc1)C1CC(=O)N(c2ccccc2F)C1=O (stereo unspecified)
34: Fc1ccccc1C(c1nnnn1Cc1ccc2c(c1)OCO2)N1CCN(Cc2ccccc2)CC1 (stereo unspecified)
35: O=C1C=C(c2c(O)ccc3ccccc23)c2ccccc2C1=O
36: CCOc1ccc(C(C(=O)NCC2CCCO2)N(C(=O)c2snc(C(N)=O)c2N)c2ccc(F)cc2)cc1 (stereo unspecified)
37: Cc1ccc(N2C(=O)C(NC(=O)c3ccccc3F)(C(F)(F)F)C3=C2CC(C)(C)CC3=O)cc1 (stereo unspecified)
38: CCOC(=O)N1CCN(S(=O)(=O)c2cc(OCC)ccc2OCC)CC1
39: Cc1cc(NC(=O)c2ccc(Cl)c(S(=O)(=O)N3CCCCC3)c2)no1
40: Cc1ccc(NC(=O)CN2C(=O)S/C(=C\c3ccc(-c4cccc(C(=O)O)c4C)o3)C2=O)cc1C
41: Cn1c(=O)c2c(nc(CN3CCN(CCO)CC3)n2Cc2cccc3ccccc23)n(C)c1=O
42: Cc1ccc(C)c(NC(=O)Cn2c(=O)n(Cc3ccc4c(c3)OCO4)c(=O)c3ccc(C(=O)NC4CCCCC4)cc32)c1
43: Cc1ccn2c(=O)nc(SCC(=O)OCc3ccccc3)nc2c1
Compound	33	34	35	36	37	38	39	40	41	42	43
Glioma ERSR ind	-3%	-4%	-14%	-4%	-1%	-8%	-3%	1%	-2%	-2%	-2%
POLH inh	-10%	-7%	20µM*	-12%	-15%	12%	-12%	8.9µM*	-9%	-11%	50µM*
Pol beta inh	?	-20%	.	-13%	-1%	0%	47%	10µM*	42%	32%	.
Pol kappa inh	-4%	-8%	-3%	-20%	-25%	-5%	-15%	89µM*	6%	1%	?
LDHA inh	-5	1	45	-3	-2	-5&14	-1	0	-1	-5	-5
BLM helicase inh	-7%	0%	.	-16%	-6%	-2%	-3%	?	-13%	0%	.
APEX1 inh	2%	2%	.	-22%	-4%	11%	22%	?	3%	.	-8%
Apoferritin bind	-1%	27%	.	-8%	-4%	-12%	-6%	-14%	-16%	-9%	.
POLI inh	30%[activator]	15%	3.5µM*	15%	15%	42%[activator]	-3%	10µM*	-5%	26%	45µM*
